UTI89 phage lysis – inhibition of K1F phage lysis, E. coli UTI89, bacterial capsule biogenesis inhibitors, alamar blue (AID 488966). one-dose inhibition, % at 100 µM; IC50 in µM for titrated hits. E. coli UTI89 K1F phage lysis, alamar blue, 2 h; higher % means a stronger effect. 0.02% of 340,000 active;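 active means phage lysis inhibition, versus mean bacterial control, above a set limit; inconclusive means no clear call, values can overlap the other calls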;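 further: capsule biogenesis inhibitors block K1F phage lysis so surviving cells raise fluorescence; higher fluorescence means more inhibition of phage lysis; actives were called in the ten point dose series up to 300 µM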
RSV CPE inhibition – RSV antiviral activity via CPE protection, HEp-2 cells, primary 10 µM value included (AID 2391) | CPE inhibition, % at 10 µM, or IC50 in µM where a hit was titrated | HEp-2 cells, RSV-induced CPE inhibition; higher % means a stronger effect | 0.13% of 310,000 active; in the data active means a potency from the dose series; inconclusive means CPE inhibition mostly from about 23% at the one dose, without a potency; inactive means the rest, 99 in 100 with CPE inhibition below about 21%; further: strong numbers were not always called active
MgcRacGAP inhibition – MgcRacGAP GTPase-activating activity inhibitors, confirmation, biochemical, ADP Hunter fluorescence; MgcRacGAP-stimulated Rac1 GTP hydrolysis, ADP Hunter fluorescence; higher % means a stronger effect; GST-tagged Rac1 F28L mutant substrate; inhibition, % at 30 µM, or IC50 in µM where a hit was titrated; 0.6% of 340,000 active; AID 624330;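 active means first-screen hits whose inhibition reached a set limit at any dose in the follow-up dose series; inconclusive means inhibition above the set first-screen limit but never retested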;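 further: fluorescence reports GDP produced by GAP-driven GTP hydrolysis; strong numbers were not always called active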
SV40 large T antigen – TAg ATPase/helicase activity blockers – biochemical (AID 1903); SV40 large T antigen ATPase/helicase inhibition assay; higher % means a stronger effect; inhibition, % at 20 µM; hits with a dose series show IC50 in µM; 0.39% of 310,000 active; in the data active means a potency from the dose series; inconclusive means inhibition mostly from about 32% at the one dose, without a potency; inactive means the rest, 99 in 100 with inhibition below about 32%; further: strong numbers were not always called active
TNAP activation fold – stimulation of alkaline phosphatase TNAP activity – biochemical, luminescent, no phosphate acceptor, uHTS, primary screen (AID 1001); purified TNAP, luminescent activation assay, no phosphate acceptor; higher activation fold means a stronger effect; one-dose activation fold at 20 µM; EC50 in µM for titrated hits; 0.03% of 200,000 active; in the data active means activation fold from about 3, or a potency from the dose series; inactive means the rest, 99 in 100 with activation fold below about 1.6; further: many of its hits are not listed in these tables
Salmonella PhoP GFP – inhibitors of PhoP regulon expression, primary screen, Salmonella Typhimurium, GFP reporter (AID 1863); S. Typhimurium PhoP-regulated promoter GFP reporter, 4 h; higher % means a stronger effect; inhibition, % at 50 µM, or IC50 in µM where a hit was titrated; 0.16% of 300,000 active;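 active means inhibition over 29.93%, a cutoff 3 SD above the screen mean, later confirmed by dose response; inconclusive means inhibition over 29.93% but no dose response follow-up; inactive means inhibition at most 29.93% or unconfirmed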;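 further: 0% = low Mg2+ inducing control and 100% = high Mg2+ repressing control; strong numbers were not always called active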
T cell HTS – T cell immune modulation candidate; 2C CD8+ T cell-vesicle binding, flow cytometry; stronger effect = lower value; calls only at 7 µM; 0.068% of 330,000 active;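 active means response, share of CD8 T cells binding vesicles, and their 90th percentile fluorescence all below set limits, cut at about 80% in these data, passing the limit was not always enough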
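Incubation: binding step 1.5 h, 37 °C, antibody labelling 20 min, ice; system: murine 2C transgenic CD8+ T lymphocytes; technique: cytometric PE anti-B7-1 and Alexa647 anti-CD8 signals after 1% paraformaldehyde fixation; also added: QL9-charged Drosophila Ld/ICAM-1/B7-1 vesicles; control set: naked versus QL9-loaded vesicles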
NTR1 agonist – NTR1-driven beta-arrestin-GFP spot formation – imaging, U2OS cells, high content, primary screen (AID 493036); P30989; agonist mode; activation, % at 20 µM; 0.17% of 330,000 active;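 active means activation at or above 40% of the spot to cytoplasm intensity ratio, with at least 20 cells analyzed; inconclusive means wells under 20 cells, flagged as cytotoxic or low count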;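 further: 0% = DMSO without peptide and 100% = 100 nM NTR1 peptide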
Target sequence (P30989 whole entry, looked up): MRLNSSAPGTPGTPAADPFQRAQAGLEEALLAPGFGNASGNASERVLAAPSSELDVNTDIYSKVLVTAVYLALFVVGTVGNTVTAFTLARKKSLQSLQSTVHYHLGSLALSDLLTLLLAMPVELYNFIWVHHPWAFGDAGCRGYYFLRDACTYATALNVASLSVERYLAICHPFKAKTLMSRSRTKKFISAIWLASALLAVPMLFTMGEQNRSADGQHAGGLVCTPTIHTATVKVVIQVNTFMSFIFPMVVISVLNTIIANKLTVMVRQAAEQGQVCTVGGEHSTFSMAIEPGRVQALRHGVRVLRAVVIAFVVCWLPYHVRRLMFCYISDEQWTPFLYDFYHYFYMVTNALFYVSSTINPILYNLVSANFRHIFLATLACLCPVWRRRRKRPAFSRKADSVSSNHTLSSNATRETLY
Myeloid diff 2 – myeloid differentiation induction; ER-HoxA9 myeloid progenitors, lysozyme-GFP differentiation, flow cytometry; calls only at 10 µM; 1% of 360,000 active; AID 624256;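 active means normalized GFP-positive differentiation at or above the plate's own cutoff, the solvent-only control mean plus 3 SD; inconclusive means no clear call, values can overlap the other calls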;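 further: cells exposed to compound for four days before flow analysis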
T cell HTS vesicle-bound % – second read-out of T cell HTS, no call of its own (marks repeat the call); double positive events, %; measured here: CD8+ vesicle-bound cell fraction;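 binding gate set so that unloaded-vesicle control wells show 10% double positive cells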
NTR1 agonist cell count 20 µM – further read-out of NTR1 agonist, marked with its call; cell count; measured here: cell count, cytotoxicity flag
Myeloid diff 2 GFP+ MAC1+ % – recorded beside Myeloid diff 2, whose call it bears; GFP+ MAC1+ double positive, %; measured here: differentiation confirmed by MAC1 staining
Active calls of the source: *; i = inactive; ? = inconclusive; . = not tested or not shown; [ ] = another dose, or the depositor's remark.

SMILES	UTI89 phage lysis	RSV CPE inhibition	MgcRacGAP inhibition	SV40 large T antigen	TNAP activation fold	Salmonella PhoP GFP	T cell HTS	T cell HTS vesicle-bound %	NTR1 agonist	NTR1 agonist cell count 20 µM	Myeloid diff 2	Myeloid diff 2 GFP+ MAC1+ %
CCOC(=O)c1cnn(C)c1NC(=O)c1ccc(Cl)cc1Cl	0.2%	-0.4%	2%	7%	.	-7%	i	24	-1.3	81	i	0.9
Cc1sc2nc(CSC(C)C(=O)N3CCOCC3)[nH]c(=O)c2c1C (stereo not given)	1.1%[50 µM]	0.3%	7%	-4%	.	2%	i	64	0.9	48	i	0.6
COc1ccc(CCC(=O)c2ccc(OC)cc2)cc1	.	0.4%	.	23%	.	.	i	54	-0.9	45	i	0.4
CC(C)(C)[C@H]1CCC(=O)N([C@H](CC#N)Cc2ccccc2)CC1	2.4%	-1.5%	11%	18%	.	8%	i	18	4.8	88	i	1.2
CC(C)C(=O)NCCc1c[nH]c2ccccc12	5.8%	1.2%	3%	4%	1.1	-15%	i	46	2.0	52	i	0.3
O=[N+]([O-])c1cc(C(F)(F)F)cc([N+](=O)[O-])c1N1CCN(S(=O)(=O)c2ccccc2)CC1	10%	4.0%	8%	10%	1.1	-13%	i	36	-1.1	46	i	0.7
Cc1occc1C(=O)N/N=C/c1c(O)ccc2ccccc12	-0.1%	5.1%	4%	1%	.	5%	i	26	1.1	48	i	1.7
O=C(Nc1ccccc1C(=O)O)c1ccc(NC(=O)C2CC2)cc1	-1.0%[50 µM]	0.9%	6%	6%	.	-3%	i	32	1.5	69	i	0.9
O=C(NS(=O)(=O)c1ccc(NC(=O)C2CCCO2)cc1)c1ccccc1 (stereo not given)	-1.1%	0.4%	0%	6%	1	-11%	i	10	2.4	68	i	6.5
CCOc1ccc(C(C)=O)cc1N1C(=O)C2C3C=CC(O3)C2C1=O (stereo not given)	-46%	-0.5%	8%	13%	1.1	5%	i	32	0.3	72	i	0.7

Eight neighbouring compounds already listed:
SMILES	UTI89 phage lysis	RSV CPE inhibition	MgcRacGAP inhibition	SV40 large T antigen	TNAP activation fold	Salmonella PhoP GFP	T cell HTS	T cell HTS vesicle-bound %	NTR1 agonist	NTR1 agonist cell count 20 µM	Myeloid diff 2	Myeloid diff 2 GFP+ MAC1+ %
COc1ccc(CCC(=O)c2ccc(OC)cc2)cc1	.	0.4%	.	23%	.	.	i	54	-0.9	45	i	0.4
CC(C)(C)[C@H]1CCC(=O)N([C@H](CC#N)Cc2ccccc2)CC1	2.4%	-1.5%	11%	18%	.	8%	i	18	4.8	88	i	1.2
CC(C)C(=O)NCCc1c[nH]c2ccccc12	5.8%	1.2%	3%	4%	1.1	-15%	i	46	2.0	52	i	0.3
O=[N+]([O-])c1cc(C(F)(F)F)cc([N+](=O)[O-])c1N1CCN(S(=O)(=O)c2ccccc2)CC1	10%	4.0%	8%	10%	1.1	-13%	i	36	-1.1	46	i	0.7
Cc1occc1C(=O)N/N=C/c1c(O)ccc2ccccc12	-0.1%	5.1%	4%	1%	.	5%	i	26	1.1	48	i	1.7
O=C(Nc1ccccc1C(=O)O)c1ccc(NC(=O)C2CC2)cc1	-1.0%[50 µM]	0.9%	6%	6%	.	-3%	i	32	1.5	69	i	0.9
O=C(NS(=O)(=O)c1ccc(NC(=O)C2CCCO2)cc1)c1ccccc1 (stereo not given)	-1.1%	0.4%	0%	6%	1	-11%	i	10	2.4	68	i	6.5
CCOc1ccc(C(C)=O)cc1N1C(=O)C2C3C=CC(O3)C2C1=O (stereo not given)	-46%	-0.5%	8%	13%	1.1	5%	i	32	0.3	72	i	0.7

Going on with the list:
SMILES	UTI89 phage lysis	RSV CPE inhibition	MgcRacGAP inhibition	SV40 large T antigen	TNAP activation fold	Salmonella PhoP GFP	T cell HTS	T cell HTS vesicle-bound %	NTR1 agonist	NTR1 agonist cell count 20 µM	Myeloid diff 2	Myeloid diff 2 GFP+ MAC1+ %
C=C[C@@H]1c2cccc(C)c2N(S(=O)(=O)c2ccc(C)cc2)[C@H](c2ccccc2)C1(C#N)S(=O)(=O)c1ccccc1 (stereo not given in full)	0.6%	.	10%	.	.	.	i	28	-1.3	47	i	1.8
COc1cc2c3c(c1)-c1c(sn(-c4cc(OC)ccc4OC)c1=S)C(C)(C)N3C(=O)C2=O	0.5%	5.1%	11%	-3%	0.9	0%	i	18	15	105	i	0.6
Cc1ccc(S(=O)(=O)n2c(C)nc3cc(C)ccc32)cc1	0.0%	-0.3%	-1%	9%	.	8%	i	39	0.0	69	i	0.5
COc1ccc(CNC(=O)CSc2nc3c(oc4ccccc43)c(=O)n2CC2CCCO2)cc1 (stereo not given)	-0.2%[50 µM]	-1.1%	-2%	3%	.	2%	i	27	-0.1	53	i	0.3
CCOc1ccc(NC(=O)CN(C)C(=O)CSc2ccccc2)cc1OCC	1.1%[50 µM]	.	0%	.	.	.	.	.	0.2	81	i	1.2
COc1cc(/C=C2\SC(N)=NC2=O)ccc1O	-0.2%	2.9%	12µM*	5µM*	.	-7%	i	58	-0.5	57	i	0.6
N#C/C(=C\c1ccc(N2CCOCC2)c([N+](=O)[O-])c1)c1nc2ccccc2[nH]1	0.6%[50 µM]	13%	1%	11%	0.9	-5%	i	19	26	68	i	0.7
CCOC(=O)c1sc(NC(=S)NC(=O)C23CC4CC(CC(C4)C2)C3)cc1C	1.5%[50 µM]	2.6%	5%	-3%	1.1	-5%	i	36	3.2	77	i	0.5
CSc1nc(C)c(C(=O)C[n+]2ccccc2C)cc1C#N	0.5%	-2.4%	3%	5%	.	-3%	i	30	0.0	56	i	0.5
Cc1cccc(NC(=O)c2cc(-c3cc(C)c(C)cc3O)n[nH]2)c1	0.2%	0.1%	.	5%	.	5%	i	61	-1.3	88	i	0.7
O=C(COC(=O)c1ccccc1O)NCCCc1ccccc1	-0.1%	2.0%	-2%	7%	1.2	-6%	i	49	-0.4	46	i	0.1
C=C(C)Cn1c(N2CCCC2)nc2c1c(=O)[nH]c(=O)n2C	0.4%	1.1%	12%	-1%	1	-4%	i	33	-2.0	87	i	1.2
CCOC(=O)C1CCCN(Cc2ccc(OCc3ccccc3)c(OC)c2)C1 (stereo not given)	-0.2%	-0.8%	29%	3%	.	-4%	i	21	1.5	58	i	0.2
CC(=O)Nc1cc(C(=O)N2CCCC2)ccc1S(=O)(=O)c1ccc(C)cc1	0.6%	4.0%	11%	-1%	1.1	9%	i	43	-0.2	40	i	0.9
CC(=O)Nc1ccc(C(=O)NCC(c2ccco2)N(C)C)cc1 (stereo not given)	-0.3%	1.5%	7%	31%	.	-2%	i	12	-0.2	69	i	1.0
O=C(O)c1ccc(NC(=O)C2CC=CCC2C(=O)O)cc1 (stereo not given)	0.5%	1.2%	5%	9%	1.1	-9%	i	4	-0.8	48	i	1.0
COc1ccc(N(Cc2ccccc2)S(=O)(=O)c2ccc(C)cc2)cc1	.	1.1%	.	0%	1.1	6%	i	55	1.7	23	i	0.1
O=C(CCc1nnc2n(Cc3ccccc3)c(=O)c3ccccc3n12)NCCN1CCOCC1	-1.3%	0.5%	1%	.	.	.	i	26	3.7	63	i	0.9
COC(=O)/C(=N\Nc1ccc(Cl)cc1)Sc1nnc(-c2ccc(OC)cc2)n1C	1.9%[50 µM]	0.4%	5%	8%	1.2	-4%	i	2	0.3	66	i	0.5
CNC(=O)C1CC(=O)N(c2ccc(F)c(Cl)c2)C1 (stereo not given)	0.3%	1.2%	9%	-2%	1.1	11%	i	41	-1.5	44	i	0.3
O=C(Nn1cc(C(=O)N2CCN(c3ccccc3F)CC2)c2ccccc2c1=O)c1cnccn1	0.3%	0.4%	7%	15%	1	-6%	i	31	-0.8	75	i	1.3
CCCN(c1ccc(C(C)C)cc1)S(=O)(=O)c1c(C)[nH]c(=O)[nH]c1=O	-2.6%	-1.9%	10%	-8%	1.1	16%	i	56	1.4	86	i	7.0
COc1ccccc1NS(=O)(=O)c1cc(-c2cc(C)no2)ccc1OC	-1.5%	1.4%	0%	-1%	.	10%	i	51	2.4	58	i	0.3
CCOC(=O)C(Cc1ccccc1)C(=O)Nc1nccs1 (stereo not given)	0.4%	1.1%	10%	2%	1.1	9%	i	23	-1.0	41	i	0.2
Cn1c(NC(=O)c2ccccc2F)cc(=O)n(C)c1=O	-1.1%	1.1%	-3%	1%	1.2	6%	i	27	0.8	63	i	2.3
COc1ccc(-c2cc3cc(-c4cc(OC)c(OC)c(OC)c4)ccc3o2)cc1	0.5%	1.1%	0%	.	.	.	i	24	0.2	68	i	1.3
CCCNC(=S)N1CCC(NC(=O)Nc2ccc(C)cc2)CC1	-0.4%	-0.2%	-9%	.	1.1	.	i	10	0.1	42	i	0.0
CC(C)CCNC(=O)C(c1ccco1)N(C(=O)Cn1nnc2ccccc21)c1ccc2c(c1)OCO2 (stereo not given)	0.3%	-1.2%	8%	0%	1.2	-9%	i	8	-0.4	51	i	1.9
COCCn1c(SCC(=O)NC(=O)NCc2ccccc2)nc2ccccc2c1=O	1.1%[50 µM]	0.3%	10%	.	.	.	i	45	-1.9	71	i	0.2
O=C(Nc1cc(C(F)(F)F)ccc1N1CCCC1)c1cccnc1	0.1%	-0.4%	-1%	2%	1.2	11%	i	12	-0.5	56	i	2.3
COc1ccc(Cn2c(=O)[nH]c3cc(C(=O)N4CCN(c5ccc(OC)cc5)CC4)ccc3c2=O)cc1	0.3%	2.1%	5%	2%	.	2%	i	13	4.6	49	i	0.4
O=C(Cn1c2c(c(=O)n3ncnc13)CCC2)N/N=C/c1ccc(Cl)cc1	-1.0%	0.2%	1%	5%	.	-3%	i	20	0.4	64	i	0.5
Cc1ccc(CN2CCN(/N=C/c3cccnc3)CC2)c(C)c1	0.1%	0.9%	11%	5%	1	2%	i	43	3.2	76	?	.
